From PubChem
HTT aggregate: mutant huntingtin aggregation inhibition | PC12 HttQ103-GFP aggregates, Acumen cytometry, 40 h | Potency, µM (doses to about 46.1 µM), for the others: top-dose activity change, negative = inhibition, hits mostly inhibitors | 220,000 tested, 1.1% active | AID 1688; also: % is scaled to controls: 0 for no effect and ±100 for the full control effect; nearly all actives have a fitted effect of over 60% in size
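Multiplexed with ATP-based cell death, this channel scores GFP aggregates in PC12 cells expressing inducible HTTex1-Q103-GFP. Induction used 100 nM tebufenozide; compounds were tested in concentration series.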
IMPase Li inh: IMPase inhibition in cells with lithium potentiation; CHO-M1 cells, IP1 TR-FRET (IP-One), carbachol + lithium; Potency, µM (top dose mostly 59.4 µM), for inactives: top-dose activity, negative = IMPase inhibition, most hits filed as inhibitors; 210,000 tested, 0.35% active; AID 1457;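 also: IP1 builds up when IMPase is blocked and the TR-FRET signal falls; plate controls were basal vehicle for no effect and high inhibitor control for full effect; nearly all actives have a fitted effect of over 50% in size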
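CHO cells stably expressing M1 receptor (2000/well) were cultured 16–30 h, then exposed to compounds with a small lithium addition for 30 min at 37C. IP1 was measured by TR-FRET competition; AC50 from Hill fits.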
GAA inhib: blocks human lysosomal alpha-glucosidase | P10253 | purified human GAA, 4-MU-alpha-glucoside fluorescence | 200,000 tested, 0.005% active | Potency, µM (doses to about 76.9 µM), for inactives: at the highest dose activity change, negative = inhibition, hits mostly inhibitors;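 also: plate controls were uninhibited enzyme wells for no effect and no-enzyme background for full effect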
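Human alpha-glucosidase, 4 nM, pre-mixed with test compounds before 400 uM 4-methylumbelliferyl substrate; 20 min room temperature at pH 5.0. Fluorescence read after pH 10 stop; AC50 values from Hill-equation fits.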
RGS12 GoLoco inh: RGS12 GoLoco-Gai1 interaction inhibition | P63096 | Gai1:RGS12 GoLoco peptide FP, rhodamine, 10 min | Potency, µM (titrated, usually from 61.6 µM), inactives show top-dose activity, negative = inhibition, usual class: inhibitors | 230,000 tested, 0.44% active; active = well fitted inhibition curve with a large enough effect, not every such curve was filed as active; inactive = no such curve, though single readings can be large or run the other way; also: % is scaled to controls: 0 for no effect and ±100 for the full control effect; nearly all actives have a fitted effect of over 30% in size; many of its hits are not listed in these tables
Target sequence (P63096 whole entry, looked up): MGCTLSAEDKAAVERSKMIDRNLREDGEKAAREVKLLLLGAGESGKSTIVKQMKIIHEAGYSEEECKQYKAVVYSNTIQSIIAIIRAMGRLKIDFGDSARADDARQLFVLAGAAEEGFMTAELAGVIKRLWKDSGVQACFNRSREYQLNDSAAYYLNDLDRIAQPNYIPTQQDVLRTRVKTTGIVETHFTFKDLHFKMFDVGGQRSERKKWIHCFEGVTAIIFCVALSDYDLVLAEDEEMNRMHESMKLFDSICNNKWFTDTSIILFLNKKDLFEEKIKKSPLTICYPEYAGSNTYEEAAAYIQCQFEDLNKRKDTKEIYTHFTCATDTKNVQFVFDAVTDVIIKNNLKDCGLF
GAA glycogen mod: inhibitors or activators of human alpha-glucosidase glycogen cleavage; AID 2100; 300,000 tested, 0.38% active; P10253; recombinant GAA, glycogen substrate, Amplex Red glucose oxidase fluorescence; Potency, µM (highest dose often 76.4 µM), for inactives: at the top dose activity change, negative = inhibition, usual class: inhibitors;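 also: 0% = full enzyme reaction and -100% = no-enzyme basal signal; the screen sought inhibitors and activators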
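Recombinant human enzyme (4 nM); glycogen substrate; 37 C, 40 min, pH 5.0. Readout: coupled glucose oxidase/Amplex Red fluorescence.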
HTT cytoprotect: protects HTT-Q103 PC12 cells, measured by ATP | PC12 HTT-Q103 induced, cytoprotection, ATP luminescence, 40 h | Potency, µM (top dose mostly 56.4 µM), without a hit: cytoprotection (ATP increase), usual class: activators | 230,000 tested, 0.14% active | AID 1471;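 also: % of control where 0% means no effect; nearly all actives have a fitted effect of over 45% in size; toxic huntingtin expression switched on by the ecdysone agonist tebufenozide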
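PC12 cells with ecdysone-inducible HTT exon 1 Q103-GFP, induced with 100 nM tebufenozide and co-treated with library compounds in a dose series (1536-well, 1500 cells/well). Cytoprotection read as ATP content by ATPlite luminescence.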
aGlu spleen mod: inhibitors or activators of human alpha-glucosidase in spleen homogenate | P10253 | human spleen homogenate, 4-MU-alpha-glucoside fluorescence | Potency, µM (titrated, usually from 79.9 µM), for the others: top-dose activity change, negative = inhibition, hits mostly inhibitors | 240,000 tested, 0.006% active | AID 2112;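 also: 0% = enzyme with vehicle and -100% = no enzyme basal signal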
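AC50 values come from Hill-equation fits of concentration-response data, normalized to no-enzyme and full-activity controls. Enzyme source: 1 ug human spleen homogenate; 1 mM fluorogenic 4-MU glucoside, pH 5.0 citrate buffer, 37 C, 40 min.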
* hit, by the source's call; ? = inconclusive; . = not tested or not shown; & = joins results of further samples; [ ] = dose if it differs, or a comment. Unless noted, calls follow the shape of the dose curve; as a rule, active = well fitted curve in the direction sought with a large enough effect; inconclusive = small, poorly fitted or top-dose-only effect, or another doubt; inactive = no such curve, though single readings can be large; an effect the other way counts as inactive or inconclusive. Potency is read from the fitted curve at half-maximal effect. A portion of the library; count on the stated rates, not on these rows.

SMILES | HTT aggregate | IMPase Li inh | GAA inhib | RGS12 GoLoco inh | GAA glycogen mod | HTT cytoprotect | aGlu spleen mod
Cc1ccc2[nH]c(=O)cc(C(=O)OCC(=O)c3ccc(F)cc3)c2c1 | 22% | -6% | 4% | 8% | 11% | -5%[10 µM] | -11%
CC(C)c1nnc(NC(=O)c2cccnc2)s1 | 24% | 15%[38.3 µM] | -5% | 7% | 6% | 11% | -4%
CCOC(=O)c1c(C(F)(F)F)nc2ncccn12 | -23%[9.22 µM] | 27%[38.3 µM] | 7% | 7% | -6% | -7% | 2%
COC(=O)CSc1nc2c(c(C3CC=CCC3)c1C#N)CCC2 (stereo not drawn) | -24% | 2% | 3% | 2% | -7% | 7%[1.9 µM] | -1%
COCCCN(C(=S)Nc1c(C)cc(C)cc1C)C(C)c1ccncc1 (stereo not drawn) | -3% | -4% | 3% | 5% | -5% | 8%[10 µM] | 7%
Clc1ccc(CSc2ncn(-c3ccccc3)n2)cc1 | -4% | 10% | 3% | -33% | 2% | -34%[10 µM] | 0%
CCOc1ccc(-c2n[nH]c(C)c2-c2ccccn2)c(O)c1 | -9% | 6% | -10% | 8% | -4% | -161%[inhibitor] | -3%
O=C(CNCc1cccs1)Nc1cc(S(=O)(=O)N2CCCC2)ccc1Cl | 10%[9.22 µM] | . | . | -16% | 0% | 1%[10 µM] | 12%
Nc1nc(SCc2ccc(Cl)cc2Cl)nc2nc3c(cc12)CCCC3 | -19% | 4% | 8% | 31%[activator] | -2% | . | -2%
Cc1cc(C)cc(NC(=O)c2cccc(NC(=O)C3C4CC5OC(=O)C3C5C4)c2)c1 (stereo not drawn) | 9% | 14%[38.3 µM] | -4% | 3% | -16% | -24% | -5%
COc1ccc(NC(=O)c2[nH]c(C)c(C(C)=O)c2C)cc1S(=O)(=O)Nc1ccc(Br)cc1 | 15%[9.22 µM] | . | -5% | 6% | 3% | 10%[10 µM] | -1%
OC(Cc1ccccc1)(Cc1ccccc1)c1ccccc1 | . | 8% | . | 3%[14.2 µM] | . | -4%[10 µM] | .
O=C(COC(=O)c1ccc2c(c1)OCCO2)NCc1ccccc1 | -6% | 29%[38.3 µM] | -12% | -2% | -1% | -4% | -3%
O=C(NC(=S)Nc1ccc(CN2CCOCC2)cc1)c1ccc(-c2ccc(Br)cc2)o1 | 6%[9.22 µM] | . | . | 9% | -5% | 13%[10 µM] | 7%
Cc1ccc(Nc2cccccc2=O)cc1 | -31% | . | -11% | . | -11% | -26% | 7%
Cc1ccc(NC(=S)Nc2c(C)n(C)n(-c3ccccc3)c2=O)cc1Cl | 6% | -5% | ? | -1% | -9% | -25% | 3%
CN(C)c1ccc(N/C=C/C(=O)C(F)(F)F)cc1 | 30% | 35%[activator] | 2% | -3% | -1% | 32%[10 µM] | -1%
COc1ccc(/C=C2/C(=O)ON=C2c2ccccc2)cc1OC | 0% | 12%[38.3 µM] | 3% | -9% | -3% | 7% | 1%
COc1ccc(NC(=O)/C(C#N)=C/c2ccc(Br)o2)cc1 | 13% | -10% | 0% | 126%[activator] | 8% | -15%[10 µM] | -9%
CCOc1ccccc1N(CC(=O)NC1CCCCC1)C(=O)c1nsc(Cl)c1Cl | -7%[9.22 µM] | 17% | 4% | 0% | 2% | 11%[10 µM] | 8%
CCC1(C)C(Nc2c(C)cccc2C)=NC(=S)N1c1ccc(NC(C)=O)cc1 (stereo not drawn) | -1% | . | 1% | . | 7% | 15%[10 µM] | 4%
COCCN(Cc1cc2cccc(C)c2n2nnnc12)C(=O)C(F)(F)F | -5% | 3%[38.3 µM] | -3% | -1% | 4% | -1%[10 µM] | -5%
O=C(c1cc(F)ccc1F)C1CCCN(C(=O)CCCN2CCCCC2=O)C1 (stereo not drawn) | -17%[9.22 µM] | 13% | 1% | -4% | -18% | -5%[10 µM] | 0%
O=C(CN(Cc1ccccc1)C(=O)c1cc2c(s1)CCC2)NCc1cccs1 | 12% | -1%[38.3 µM] | -5% | 14% | -11% | -12% | -16%
C/C(=N\N=C(N)N)c1cc(Cl)ccc1Cl | -21% | 0% | ? | 10% | 10% | -83%[inhibitor] | -1%

Next structures:
SMILES | HTT aggregate | IMPase Li inh | GAA inhib | RGS12 GoLoco inh | GAA glycogen mod | HTT cytoprotect | aGlu spleen mod
COc1ccc2nc(NC(=O)Cc3cccs3)sc2c1 | -26% | 26%[38.3 µM] | ? | 19% | 0% | -19% | -2%
CCCCn1c(=O)c(CCC(=O)OCC(=O)Nc2cccc3ccccc23)nc2ccccc21 | 9% | 17% | -4% | 3% | 2% | -6%[10 µM] | -4%
NS(=O)(=O)c1cccc(NC(=O)COC(=O)CC2CC3CCC2C3)c1 (stereo not drawn) | -17% | -3% | -1% | 1% | 0% | 16% | 4%
Cc1cc(C(F)F)n2ncc(C(=O)NCc3ccccc3C(F)(F)F)c2n1 | 15% | 0%[38.3 µM] | -5% | 15% | -9% | -28% | -9%
O=C(CN(CCCN1CCOCC1)C(=O)Cn1nnc(-c2ccc(F)cc2)n1)NC1CCCCC1 | -2% | 3%[38.3 µM] | 0% | 8% | 8% | 4% | -17%
Cc1cc(C)nc(/N=C(\N)Nc2ccc(OCc3ccccc3)cc2)n1 | 27%[9.22 µM] | 21% | 0% | 13% | -1% | 43%[10 µM] | 1%
S=c1[nH]nc(-c2ccc3c(c2)OCO3)n1-c1ccccc1 | -1% | -14% | -3% | 5% | -18% | 24%[10 µM] | 4%
O=C(NCCOC(=O)c1ccccc1C(=O)OCCNC(=O)c1cccnc1)c1cccnc1 | 1% | 11%[38.3 µM] | 1% | 0% | -2% | 16%[10 µM] | -2%
CCc1ccccc1NC(=O)C(C#N)Cc1cccnc1 (stereo not drawn) | -11% | 7% | -1% | -6% | 4% | -11%[10 µM] | -4%
COc1ccc(C2CC2/C(=N/O)c2ccccn2)cc1 (stereo not drawn) | -32% | 9% | -3% | 3% | 6% | -7%[10 µM] | 3%
COc1ccc2[nH]c(=O)c(C(c3nnnn3C3CCCC3)N3CCN(Cc4ccc5c(c4)OCO5)CC3)cc2c1 (stereo not drawn) | 9% | -2%[38.3 µM] | ? | -2% | 7% | -27% | 0%
CCCc1nc2ccccc2n1CCc1ccccc1 | 0% | 9% | 1% | 4% | -1% | . | -1%
CCO[C@H]1OC(C(=O)N2CCCCCCC2)=C[C@@H](C)[C@@H]1CCCO | 14%[9.22 µM] | 0% | . | -9% | 1% | 11%[10 µM] | 3%
CCc1ccc(C(=O)NN(C(=O)c2ccc(CC)cc2)C(C)(C)C)cc1 | 0% | 17% | -4% | 10% | 7% | . | -6%
COc1ccc(/C=C/C(=O)NCC(=O)N/N=C(\C)Cc2ccccc2)cc1 | 1%[9.22 µM] | . | . | 7% | 0% | -10%[10 µM] | -2%
C[C@@H]1C(c2cccc(Cl)c2)=NN(c2ccccc2)[C@H]1C(=O)N1CCOC1=O | . | -6% | . | 2%[88.7 µM] | . | -57%[inhibitor] | 2%[119 µM]
CCSc1nc(-c2ccc(OC)cc2)cc(-c2ccccc2)c1C#N | ? | 26%[38.3 µM] | -5% | -12% | -1% | -3% | -1%
Cc1ccc(CCNC(=O)C2CC(c3cc(C(F)(F)F)cc(C(F)(F)F)c3)=NO2)cc1 (stereo not drawn) | 0%[9.22 µM] | . | . | 6% | 3% | ? | -5%
Fc1ccc([C@@H]2CCNC[C@H]2COc2ccc3c(c2)OCO3)cc1 | . | 25% | -3%[15.4 µM] | -21%&16% | -8% | . | -4%&-4%&-7%
S=c1[nH]ncn1/N=C/c1ccccn1 | 8% | 20%[38.3 µM] | 1% | -9% | -1% | -5% | -1%
CCOC(=O)CNC(=O)CN1C(=O)CCS(=O)(=O)c2ccccc21 | -11% | -6% | -2% | -4% | 13% | -25%[10 µM] | 3%
COc1ccccc1C(C)NCC(=O)Nc1ccccc1C(F)(F)F (stereo not drawn) | -1% | 2% | -2% | 11% | -11% | -17%[10 µM] | 3%
O=C(Nc1ccc2c(c1)OCO2)C1CCN(C(=O)c2ccc([N+](=O)[O-])cc2)CC1 | 18%[9.22 µM] | 5% | 0% | 11% | 8% | -16% | 1%
N/C(CSc1ccc(Cl)cc1)=N\NC(=O)c1ccncc1 | 17% | 2% | 0% | -2% | 1% | 13%[10 µM] | 0%
COc1ccc(OCC(Cn2cnc3ccccc32)OC(C)=O)cc1 (stereo not drawn) | 12%[9.22 µM] | 15% | 7% | 4% | -6% | 14%[10 µM] | -9%

Next records:
SMILES | HTT aggregate | IMPase Li inh | GAA inhib | RGS12 GoLoco inh | GAA glycogen mod | HTT cytoprotect | aGlu spleen mod
O=C1c2ccccc2NC(c2ccccn2)N1c1ccc(Cl)cc1 (stereo not drawn) | 0% | 1%[38.3 µM] | 5% | 6% | 0% | -22% | ?
COc1ccc(/C=C/C(=O)OCC(=O)Nc2cccc(C(C)=O)c2)cc1 | 10% | 14% | 1% | -1% | 1% | 4%[10 µM] | 1%
CC(C)CNc1nc2c(c(=O)n(C)c(=O)n2C)n1Cc1cccc(Br)c1 | -5% | 27%[38.3 µM] | 2% | 1% | 0% | -10%[10 µM] | 0%
CCOC(=O)CS(=O)(=O)CC(=O)Nc1ccc([N+](=O)[O-])cc1OC | -3% | 4% | -4% | 6% | -9% | 28%[10 µM] | 6%
CNC(=S)N1CCN(CCNC2=CC(=O)CC(C)(C)C2)CC1 | 28% | 3% | 0% | 10% | 13% | -6% | 7%
O=C(NC1CCCCC1)c1cc(Cl)nc2ccccc12 | 2% | 3% | ? | -8% | -9% | -4%[10 µM] | 6%
O=C1C(c2ccc(F)cc2)N(CC2COc3ccccc3O2)C(=O)CN1C1CCCCC1 (stereo not drawn) | 12% | 10%[38.3 µM] | -3% | 4% | 3% | -6% | -5%
C=CCNC(=O)CN(c1cc(Cl)ccc1OC)S(=O)(=O)c1ccc(C)c([N+](=O)[O-])c1 | 17%[9.22 µM] | 12% | -2% | -1% | 16% | 28%[10 µM] | 7%

In the list so far, these have a cyano group.
SMILES | HTT aggregate | IMPase Li inh | GAA inhib | RGS12 GoLoco inh | GAA glycogen mod | HTT cytoprotect | aGlu spleen mod
COC(=O)CSc1nc2c(c(C3CC=CCC3)c1C#N)CCC2 (stereo not drawn) | -24% | 2% | 3% | 2% | -7% | 7%[1.9 µM] | -1%
COc1ccc(NC(=O)/C(C#N)=C/c2ccc(Br)o2)cc1 | 13% | -10% | 0% | 126%[activator] | 8% | -15%[10 µM] | -9%
CCc1ccccc1NC(=O)C(C#N)Cc1cccnc1 (stereo not drawn) | -11% | 7% | -1% | -6% | 4% | -11%[10 µM] | -4%
CCSc1nc(-c2ccc(OC)cc2)cc(-c2ccccc2)c1C#N | ? | 26%[38.3 µM] | -5% | -12% | -1% | -3% | -1%
